# PKA-R2B act: activators of PKA-R2B holoenzyme, primary screen, biochemical, fluorescence polarization, Cy5-IP20, human; cAMP-dependent protein kinase catalytic subunit beta (Homo sapiens) + cAMP-dependent …; PKA-R2B holoenzyme dissociation; R2B truncated from residue 108, S112A mutant; 0% DMSO only, 100% 113 µM cGMP; activation, % at 11.4 µM; 0.079% of 340,000 active;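 active means activation above a cutoff set at the mean over all compounds plus 3 SD, cut at about 18% in these data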;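 further: higher means more holoenzyme dissociation and a rise in polarization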
# Arrestin-AP2 inh: inhibitors of beta-arrestin/AP2 binding, primary screen, biochemical, GPCR trafficking, flow cytometry. 0.31% of 340,000 active. inhibition, % at 10 µM. beta-arrestin 1 C-terminal peptide binding to AP2 beta2-adaptin appendage (human). FITC-arrestin peptide / GST-AP2 beads; AP2 beta2 appendage carries R879A mutation;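 active means inhibition above a set limit, near 3 SD of compounds lacking own fluorescence, cut at about 54% in these data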;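 further: plate controls were DMSO wells for no effect and 5 µM unlabelled arrestin peptide for full effect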
#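 Assay system: GST-AP2 R879A bound to glutathione beads, E. coli-expressed; Medium: PBS with 0.05% Tween 20 and 0.1% BSA; Also added: fluorescein-tagged arrestin peptide at 50 nM final; Timing: 12 min plus 1 h, RT; Measured by: flow cytometry, FL1 (488/535 nm); Evaluation: percent drop in bead-associated FITC signal.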
# Keap1 Nrf2 FP: Keap1-Nrf2 protein-protein interaction inhibitors, primary screen, biochemical, fluorescence polarization, single point; Kelch-like ECH-associated protein 1 (Homo sapiens), Q14145; Keap1 Kelch-Nrf2 peptide fluorescence polarization, 1536-well; inhibition, % at 9.4 µM; 0.15% of 340,000 active; in the data active means inhibition above about 12%; inconclusive means no clear call, values can overlap the other calls; inactive means below about 7.3%;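 further: human Keap1 Kelch domain with fluorescein labeled Nrf2 9mer peptide probe; 0% = neutral control wells and 100% = peptide positive control; higher means more block of Keap1 binding to Nrf2 peptide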
# DAGLB inh: DAGLB lipase inhibitors, primary screen, biochemical, fluorescence, HTS; 0.059% of 340,000 active; HEK293T DAGLB membrane lysate, EnzChek fluorogenic substrate; AID 504411, 2011; inhibition, % at 5.17 µM; in the data active means inhibition above about 34%;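 further: 0% = enzyme with vehicle and 100% = wells lacking enzyme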
# SR-BI uptake up: activators of SR-BI mediated DiI-HDL uptake, primary screen, ldlA[mSR-BI] CHO cells, DiI fluorescence; 3 h; 100 = double the neutral-control signal; activation, % at 12.5 µM; 0.096% of 320,000 active; AID 504775, 2011;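 active means mean replicate activation of at least 60% and every replicate at or above 60%; inconclusive means mean or all-replicate condition met, but not both; inactive means mean below 60% and not all replicates reaching 60%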;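 further: 0% = median plate neutral-control signal and 100% = twice that signal; values of inactives mirror those of a sister screen read the other way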
#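 system = CHO ldlA[mSR-BI] cells, LDL receptor-null, SR-BI overexpressing | medium = Ham's F12 with 0.5% BSA, HEPES 25 mM, pH 7.4 | probe or stimulus = DiI-HDL 10 µg/mL | compound dosing = single-point compound dose | incubation = compound exposure 3 h, 37 °C | technique = DiI fluorescence, bottom read | read-out = cell-associated DiI fluorescence as measure of HDL uptake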
# Cardiac RTF inh: cardiac RTF calcium sensitivity inhibitors, primary screen, biochemical, IANBD-TnC fluorescence, EC70 calcium | Troponin I, cardiac muscle (Homo sapiens) + Troponin T, cardiac muscle (Homo sapiens) + … | IANBD-labeled cardiac RTF, Ca2+ fluorescence | inhibition, % at 7.15 µM | 0.12% of 340,000 active;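 active means inhibition above the mean inhibition of all tested compounds plus 3 SD, cut at about 17% in these data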;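 further: assay run at fixed EC70 calcium of 1.6 mM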
# NSD2 inh: NSD2 histone methyltransferase inhibitors, primary screen, biochemical, AlphaScreen, single concentration, set 2; 0.54% of 310,000 active; AID 743445, 2014; NSD2 peptide methylation, 120 min; inhibition, % at 12.5 µM; Histone-lysine N-methyltransferase NSD2 (Homo sapiens), O96028; in the data active means inhibition above about 50%
# Target sequence (O96028 whole entry, looked up): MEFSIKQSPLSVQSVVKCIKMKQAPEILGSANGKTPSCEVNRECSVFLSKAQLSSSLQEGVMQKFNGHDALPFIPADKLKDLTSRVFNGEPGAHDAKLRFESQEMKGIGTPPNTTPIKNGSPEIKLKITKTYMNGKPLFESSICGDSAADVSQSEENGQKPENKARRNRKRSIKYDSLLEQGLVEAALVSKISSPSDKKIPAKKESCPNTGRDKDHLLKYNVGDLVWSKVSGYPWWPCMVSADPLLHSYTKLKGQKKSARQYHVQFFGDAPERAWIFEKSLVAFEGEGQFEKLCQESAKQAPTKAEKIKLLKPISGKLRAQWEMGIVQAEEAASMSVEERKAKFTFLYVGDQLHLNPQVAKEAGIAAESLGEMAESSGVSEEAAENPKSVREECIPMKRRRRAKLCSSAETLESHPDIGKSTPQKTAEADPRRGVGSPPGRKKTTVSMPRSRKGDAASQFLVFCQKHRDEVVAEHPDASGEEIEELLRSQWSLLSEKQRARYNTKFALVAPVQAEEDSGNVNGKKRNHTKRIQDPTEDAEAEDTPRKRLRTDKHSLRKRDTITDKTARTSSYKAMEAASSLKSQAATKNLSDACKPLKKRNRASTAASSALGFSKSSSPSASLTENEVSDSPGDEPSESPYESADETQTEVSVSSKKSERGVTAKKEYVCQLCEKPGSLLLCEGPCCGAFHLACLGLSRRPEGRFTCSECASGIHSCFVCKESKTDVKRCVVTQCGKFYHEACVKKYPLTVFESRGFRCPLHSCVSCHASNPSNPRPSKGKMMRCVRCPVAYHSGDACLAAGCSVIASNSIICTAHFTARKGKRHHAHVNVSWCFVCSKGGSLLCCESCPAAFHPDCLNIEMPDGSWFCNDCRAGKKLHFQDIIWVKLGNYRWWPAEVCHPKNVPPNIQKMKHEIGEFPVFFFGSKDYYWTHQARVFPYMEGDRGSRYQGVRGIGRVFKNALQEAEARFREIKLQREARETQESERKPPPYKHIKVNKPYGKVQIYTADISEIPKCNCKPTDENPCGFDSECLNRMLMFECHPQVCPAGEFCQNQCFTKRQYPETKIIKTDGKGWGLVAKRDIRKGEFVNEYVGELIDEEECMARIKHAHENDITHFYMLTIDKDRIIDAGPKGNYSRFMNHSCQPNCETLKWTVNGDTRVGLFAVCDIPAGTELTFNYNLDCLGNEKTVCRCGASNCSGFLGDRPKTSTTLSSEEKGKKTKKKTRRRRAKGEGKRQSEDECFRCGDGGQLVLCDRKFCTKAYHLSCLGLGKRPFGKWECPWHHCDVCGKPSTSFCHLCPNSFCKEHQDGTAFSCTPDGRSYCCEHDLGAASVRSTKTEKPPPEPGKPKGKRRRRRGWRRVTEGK
# PvdQ acylase: P. aeruginosa PvdQ acylase inhibitors, primary screen, biochemical, fluorescence, plate reader and imaging, single point; PvdQ acylase [Pseudomonas aeruginosa LESB58]; purified PvdQ acylase; inhibition, % at 10 µM; 0.063% of 340,000 active; in the data active means inhibition above about 30%, passing the limit was not always enough; inconclusive means no clear call, values can overlap the other calls;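 further: 0% = vehicle neutral wells and 100% = reference inhibitor wells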
# LANA DNA inh: inhibitors of KSHV C-LANA binding to DNA, primary screen, biochemical, fluorescence polarization, FAM-LBS DNA, MBP-C-LANA, single point; Kaposi's sarcoma herpesvirus LANA C-terminal domain (residues 932-1162) DNA binding; 0.078% of 340,000 active; inhibition, % at 9 µM;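 active means highest replicate inhibition at or above 60% at 9 µM, even if other replicates fall short; inactive means all replicates below 60% inhibition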;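 further: 0% = neutral control wells and 100% = 4 µM acridine orange control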
# SR-BI HDL uptake: inhibitors of SR-BI mediated HDL lipid uptake, primary screen, ldlA[mSR-BI] cells, fluorescence, single point | Scavenger receptor class B member 1 (Mus musculus), Q61009 | 0.96% of 320,000 active | inhibition, % at 12.5 µM | ldlA[mSR-BI] CHO cells, DiI-HDL uptake fluorescence, 3 h;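 active means mean replicate inhibition of at least 70% and a set share of replicates each scoring 70 or more; inconclusive means meets just one of the two criteria; inactive means fails both criteria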;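 further: 0% = median of neutral control wells and 100% = median of positive control wells; values of inactives mirror those of a sister screen read the other way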
# * marks the source's active call; other numbers are inactive results; ? = inconclusive; . = no result given. Random draw from the library; overall some 2.1% were active at least once.
entry	compound	PKA-R2B act	Arrestin-AP2 inh	Keap1 Nrf2 FP	DAGLB inh	SR-BI uptake up
1	Cc1nc2nc[nH]n2c(=O)c1NS(C)(=O)=O	-5	13	-2	-4	2
2	Cc1cccc(CNC(=O)c2ccc3nc(Cc4ccccc4F)oc3c2)n1	-3	-3	3	-1	-14
3	CC(C)(C)OC(=O)C[C@H]1C/C=C\C[C@@H](CC(=O)NCCO)C(=O)NC[C@@H](c2ccccc2)OC1=O	-6	1	-1	1	10
4	O=C(NCCc1nnc2ccc(NCc3ccc(F)cc3)nn12)c1ccccc1	-8	19	-2	0	17
5	N#C/C(=C/c1ccc(-c2ccc(S(=O)(=O)N3CCOCC3)cc2)o1)C(=O)NC1CC1	2	14	1	1	-10
6	CC1CCCCN1C(=O)COC(=O)c1cccc(NS(=O)(=O)c2ccccc2)c1 (configuration not stated)	4	2	-1	0	-5
7	COc1ccc(C(C(=O)NC2CCCCC2)N(Cc2cccs2)C(=O)Cc2c[nH]c3ccccc23)cc1OC (configuration not stated)	3	10	-2	-1	-3
8	O=C(CCc1ccccc1)NC(=S)Nc1ccccc1Br	5	2	-4	-12	2
9	CC(C)N(C(=O)c1ccc(C(=O)Nc2ccc([N+](=O)[O-])cc2)cc1)C(C)C	2	3	-5	0	-67
10	COc1cc(C(CCN2CCCC2)c2c(OC)cc(OC)c3ccc(=O)oc23)cc(OC)c1OC (configuration not stated)	2	23	-3	0	14
11	Cc1[nH][nH]c(=O)c1N=Nc1ccccc1Cl	2	7	-4	5	4
12	Cc1cc(-c2n[nH]c(=S)n2/N=C/c2cccc(O)c2)n[nH]1	7	5	1	1	19
13	COCCn1nnnc1C(c1ccc(OC)c(OC)c1)N1CCN(c2nc3ccccc3s2)CC1 (configuration not stated)	-14	-7	0	1	7
14	COc1ccc(C2(c3ccc(OC)cc3)NC(=O)NC2=O)cc1	-3	-4	-5	0	0
15	COc1ccc(NC(=O)NCc2ccco2)c(OC)c1	2	-8	-2	0	18

entry	Cardiac RTF inh	NSD2 inh	PvdQ acylase	LANA DNA inh	SR-BI HDL uptake
1	1	-7	1	-1.4	-2
2	4	1	-4	0.6	14
3	4	.	-5	0.5	-10
4	-4	.	-3	1.3	-17
5	0	-31	-3	3.4	10
6	-10	-1	-14	-0.7	5
7	0	0	4	1.7	3
8	-3	2	-14	-0.3	-2
9	-8	-2	2	2.4	67
10	-13	.	-5	1.8	-14
11	-1	8	-22	.	-4
12	-4	.	-15	-0.3	-19
13	-10	-1	-17	-2.3	-7
14	-22	-3	-14	-0.7	0
15	-7	-3	-9	-1.5	-18

# Additional compounds follow.
entry	compound	PKA-R2B act	Arrestin-AP2 inh	Keap1 Nrf2 FP	DAGLB inh	SR-BI uptake up
16	Brc1ccc(OCCOCCOc2cccc3cccnc23)cc1	3	34	-3	-5	7
17	O=C(NOCc1ccccc1)c1cccc([N+](=O)[O-])c1	1	-13	5	0	14
18	OC(c1ccccn1)C(O)c1ccccn1 (configuration not stated)	-2	15	-1	0	3
19	COc1cc(NC(=O)c2ccccc2-n2cnnn2)cc(OC)c1	1	-10	0	0	2
20	COC(=O)c1ccc(C(=O)OC)c(NC(=O)Nc2ccc3c(c2)OCO3)c1	6	2	-1	0	9
21	N#Cc1ccc(C(=O)Nc2cccc3ccccc23)c(F)c1	0	7	0	-1	-10
22	O=C(NCCOc1ccccc1F)c1ccccc1SCc1ccc(F)cc1	-8	6	-1	-1	27
23	O=C(NCCCN1CCCC1=O)c1ccc(OC(F)(F)F)cc1	-7	-13	-6	-3	?
24	Cc1ccc(-c2nc3ccsc3c(=O)o2)cc1	-6	21	2	-2	-1
25	CNC(=O)c1[nH]cnc1C(=O)N[C@@H](C)C(=O)OCc1ccccc1	-2	10	-6	1	11
26	CCC(NC(=O)OC(C)(C)C)C(=O)Oc1ccc2c3c(c(=O)oc2c1)CCC3 (configuration not stated)	-5	-6	-6	-1	12
27	N#Cc1nc(-c2cccc3ccccc23)oc1N	-13	6	-2	-1	11
28	CCCNC1(C(N)=O)CCN(Cc2ccccc2)CC1	-1	4	-8	2	1
29	CCN(CC)S(=O)(=O)c1cc(OC)c(Cl)cc1Cl	-5	-4	0	-6	-14
30	COC(=O)c1ccc(N2C(=O)CC(N3CCOCC3)C2=O)cc1 (configuration not stated)	0	4	6	2	-12

entry	Cardiac RTF inh	NSD2 inh	PvdQ acylase	LANA DNA inh	SR-BI HDL uptake
16	-6	2	12	-1.5	-7
17	-2	.	-2	-1.5	-14
18	0	-2	-4	-0.9	-3
19	-8	-6	-6	-0.2	-2
20	-6	15	-12	1.4	-9
21	-5	-1	-2	-0.5	10
22	-7	-1	-5	3.1	-27
23	-8	-4	9	-0.8	-77
24	-10	5	66*	-0.7	1
25	-6	.	-11	2.2	-11
26	0	0	13	1.0	-12
27	-5	.	-6	-0.4	-11
28	-2	11	15	0.0	-1
29	-8	0	-9	0.7	14
30	-8	-6	-1	0.6	12

# Arranged by value in SR-BI uptake up (low to high): some entries from above.
entry | Molecule | SR-BI uptake up
30 | COC(=O)c1ccc(N2C(=O)CC(N3CCOCC3)C2=O)cc1 (configuration not stated) | -12
6 | CC1CCCCN1C(=O)COC(=O)c1cccc(NS(=O)(=O)c2ccccc2)c1 (configuration not stated) | -5
27 | N#Cc1nc(-c2cccc3ccccc23)oc1N | 11
22 | O=C(NCCOc1ccccc1F)c1ccccc1SCc1ccc(F)cc1 | 27

# Carrying on.
entry	compound	PKA-R2B act	Arrestin-AP2 inh	Keap1 Nrf2 FP	DAGLB inh	SR-BI uptake up
31	COC(=O)c1ccccc1NC(=O)C1CCN(C(=O)c2ccc(OC)cc2)CC1	-3	14	0	-3	6
32	CCCC1=Nc2cc(C(=O)NCCCN3CCN(C)CC3)ccc2Sc2ccccc21	-9	-4	3	4	10
33	C(#CCN1CCOCC1)COCCCOC(c1ccccc1)c1ccccc1	3	9	-1	-1	36
34	COc1ccc(S(=O)(=O)N2CCN(CC(=O)NCCc3cccs3)CC2)cc1	6	-12	-5	-1	-11
35	Cc1nn(-c2ccccc2)c2c1C1(C(=O)N3c4c(cccc41)C(C)CC3(C)C)C(C#N)=C(N)O2 (configuration not stated)	-5	6	-2	1	-15
36	O=C1CCCN1CC(O)CS(=O)(=O)c1ccc(Cl)cc1 (configuration not stated)	12	10	1	0	-2
37	CCC1=Nc2cc(C(=O)NCCCN3CCOCC3)ccc2Sc2ccccc21	-2	-5	0	-1	12
38	CCOC(=O)c1[nH]c(C)c(C(=O)OCC(=O)N2CCCCC2C)c1C (configuration not stated)	-2	-2	0	2	5
39	O=C(CN1C(=O)/C(=C/c2ccccc2)SC1=S)Nc1ncc(Cc2ccccc2)s1	-2	6	3	3	-3
40	COc1ccccc1NC(=S)NNC(=O)c1c(Cl)c(C)nn1C	0	6	4	5	-8
41	O=C(NC1CCCC1)c1ccc(Cl)s1	5	-8	-2	0	-11
42	O=C(/C=C/c1ccc(Cl)cc1)NC(=S)Nc1ccc(N2CCOCC2)c(Cl)c1	-8	-2	-1	3	-38
43	CCOC(=O)C1CCN(C(=O)COc2ccc([N+](=O)[O-])cc2)CC1	0	2	5	2	-7
44	CCN(CC1CCCO1)C(=O)CCc1nnc(CCc2ccc(OC)cc2)o1 (configuration not stated)	3	26	-7	-3	3
45	NC(=O)C1CCN(c2nc(-c3ccccc3N)cs2)CC1	-6	-3	-1	-4	11

entry	Cardiac RTF inh	NSD2 inh	PvdQ acylase	LANA DNA inh	SR-BI HDL uptake
31	-8	0	1	-0.7	-6
32	-1	11	-11	0.7	-10
33	-5	0	-8	1.1	-36
34	2	1	-12	-0.5	11
35	-3	-2	-10	0.3	15
36	-4	0	2	-0.7	2
37	-2	2	-3	-0.5	-12
38	2	2	-2	0.3	-5
39	-1	-1	-5	2.6	3
40	-2	4	-4	-0.5	8
41	-4	1	8	-1.1	11
42	2	0	-14	-3.9	38
43	-4	-15	-3	2.9	7
44	-5	-1	9	-1.5	-3
45	-8	.	-12	2.7	-11

# Overlap with the part before: two entries, then new ones.
entry	compound	PKA-R2B act	Arrestin-AP2 inh	Keap1 Nrf2 FP	DAGLB inh	SR-BI uptake up
44	CCN(CC1CCCO1)C(=O)CCc1nnc(CCc2ccc(OC)cc2)o1 (configuration not stated)	3	26	-7	-3	3
45	NC(=O)C1CCN(c2nc(-c3ccccc3N)cs2)CC1	-6	-3	-1	-4	11
46	COc1cccc(C(=O)COc2cccc(NC(=O)c3ccco3)c2)c1	-12	17	1	-1	-30
47	COc1ccc2nc(NCc3ccccc3)[nH]c2c1	-7	36	0	-4	-8
48	CC1CCN(CC(=O)Nc2nccs2)CC1	6	1	-5	-1	-13
49	Cc1ccccc1CN1CCN(C(=O)c2ccc(S(=O)(=O)NCc3ccco3)cc2)CC1	4	9	4	0	-64
50	O=C(NC1CC1)C1CCN(C2CCN(Cc3ccccc3C(F)(F)F)CC2)CC1	3	7	-5	0	0
51	COc1ccc(N2CCN(C(=O)c3sc4ncn(CC(=O)N5CCCCC5)c(=O)c4c3C)CC2)cc1	-10	-19	3	0	-4
52	COc1ccc(OC)c(NC(=O)CSc2ccc3nnc(-c4ccccn4)n3n2)c1	-1	-1	-2	1	-9

entry	Cardiac RTF inh	NSD2 inh	PvdQ acylase	LANA DNA inh	SR-BI HDL uptake
44	-5	-1	9	-1.5	-3
45	-8	.	-12	2.7	-11
46	6	-2	14	8.3	30
47	1	6	-2	0.6	8
48	-5	-2	-4	-2.1	13
49	0	0	1	1.4	64
50	-3	-1	-16	0.4	0
51	-4	1	-5	-1.1	4
52	0	-2	-13	1.1	9

# Individual results from above.
# no. 46 in LANA DNA inh shows 8.3
# no. 47 in SR-BI HDL uptake shows 8
# no. 50 in PvdQ acylase shows -16
# no. 49 in PvdQ acylase shows 1
# no. 48 in SR-BI HDL uptake shows 13
